Compound activity as filed in PubChem.
APJ antagonist: antagonists of human apelin receptor APJ, primary screen, CHO-K1 cells, beta-arrestin complementation, luminescence. P35414. inhibition, % at 20 µM. 330,000 compounds, 0.32% hits;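 active means inhibition above about 40% at 20 µM, limit read from the data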;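 further: cells challenged with 10 nM apelin-13 agonist together with compound; plate controls were apelin-13 plus DMSO wells for no effect and DMSO wells lacking apelin-13 for full effect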
Target sequence (P35414 whole entry, looked up): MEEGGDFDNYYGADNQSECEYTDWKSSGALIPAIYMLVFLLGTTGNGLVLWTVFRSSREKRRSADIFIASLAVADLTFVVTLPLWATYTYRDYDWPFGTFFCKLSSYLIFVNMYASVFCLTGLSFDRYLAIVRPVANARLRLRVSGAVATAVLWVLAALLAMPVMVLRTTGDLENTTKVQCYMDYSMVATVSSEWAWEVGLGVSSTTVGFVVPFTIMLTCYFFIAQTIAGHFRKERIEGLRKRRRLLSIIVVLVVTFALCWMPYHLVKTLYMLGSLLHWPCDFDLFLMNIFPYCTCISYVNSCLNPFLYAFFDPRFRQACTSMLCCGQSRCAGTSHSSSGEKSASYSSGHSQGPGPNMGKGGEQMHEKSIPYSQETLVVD
EBI2 antag: EBI2 receptor antagonists, beta-arrestin recruitment, primary screen, cell-based, luminescence, 7a,25-OHC stimulation, uHTS. 7a,25-OHC stimulated. inhibition, % at 5 µM. 360,000 compounds, 0.81% hits; in the data active means inhibition above about 38%;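 further: enzyme fragment complementation signal reports receptor beta-arrestin coupling in cells; 0% = agonist plus DMSO wells and 100% = wells without agonist; some results beyond the cut were filed as inactive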
Gli-Sufu antag: Gli-Sufu pathway antagonists, primary screen, luciferase luminescence, Sufu-KO-LIGHT cells, uHTS. Sufu-KO-LIGHT fibroblasts, Gli luciferase reporter luminescence. inhibition, % at 5 µM. 340,000 compounds, 0.74% hits;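 active means inhibition above about 55%, limit read from the data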;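 further: 0% = DMSO-treated cells and 100% = wells with medium but no cells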
Jurkat NFkB inh: inhibitors of induced NF-kB luciferase reporter, primary screen, TCR NF-kB activation inhibitor project, cell-based, luminescence, uHTS | 330,000 compounds, 0.53% hits | inhibition, % at 4 µM | Jurkat, PMA/ionomycin-induced NF-kB luciferase reporter | AID 435003, 2010; in the data active means inhibition above about 50%
CXCR6 inh: CXCR6 receptor inhibitors, primary screen, cell-based, beta-arrestin, luminescence, CHO-K1 PathHunter, 1536-well; C-X-C chemokine receptor type 6 (Homo sapiens), O00574; inhibition, % at 20 µM; 360,000 compounds, 0.36% hits; AID 602244, 2012; in the data active means inhibition above about 34%, passing the limit was not always enough;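 further: antagonist mode with CXCL16 agonist at 10 nM final; 0% = 10 nM CXCL16 with DMSO and 100% = unstimulated wells without agonist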
Target sequence (O00574 whole entry, looked up): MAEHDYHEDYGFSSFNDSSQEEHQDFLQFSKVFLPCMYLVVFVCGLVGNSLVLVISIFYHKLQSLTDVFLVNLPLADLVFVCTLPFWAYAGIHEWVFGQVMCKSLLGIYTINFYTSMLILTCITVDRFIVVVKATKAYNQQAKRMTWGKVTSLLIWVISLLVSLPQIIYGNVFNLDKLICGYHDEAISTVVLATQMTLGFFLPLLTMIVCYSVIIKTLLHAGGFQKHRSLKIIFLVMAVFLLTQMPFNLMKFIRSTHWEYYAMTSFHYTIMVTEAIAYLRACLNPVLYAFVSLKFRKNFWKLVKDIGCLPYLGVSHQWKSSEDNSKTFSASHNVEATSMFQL
697 NFkB inh: inhibitors of PMA/ionomycin-induced NF-kB reporter, 697 cells, primary screen, B-cell NF-kB inhibitor project, cell-based, luminescence, uHTS; 697 B-cell NF-kB luciferase reporter, 16 h; inhibition, % at 4 µM; 330,000 compounds, 0.33% hits; in the data active means inhibition above about 35%
CCR6 antag: CCR6 receptor antagonists, primary screen, cell-based, CHO-K1, luminescence, beta-arrestin, uHTS | CHO-K1 CCR6 PathHunter beta-arrestin, CCL20-stimulated | C-C chemokine receptor type 6 (Homo sapiens), P51684 | AID 493098, 2011 | 340,000 compounds, 0.49% hits | inhibition, % at 20 µM;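 active means compounds whose inhibition of the agonist-driven luminescence signal at 20 µM reaches about 50%, limit read from the data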;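 further: cells stimulated with CCL20 at 14 nM final; plate controls were DMSO with CCL20 for no effect and DMSO without agonist for full effect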
UBC13 polyUb: UBC13 polyubiquitin chain formation inhibitors, primary screen, biochemical, TR-FRET, uHTS; Ubiquitin-conjugating enzyme E2 N (Homo sapiens), P61088; inhibition, % at 20 µM; 330,000 compounds, 0.47% hits; AID 485273, 2010; in the data active means inhibition above about 45%, passing the limit was not always enough
Target sequence (P61088 whole entry, looked up): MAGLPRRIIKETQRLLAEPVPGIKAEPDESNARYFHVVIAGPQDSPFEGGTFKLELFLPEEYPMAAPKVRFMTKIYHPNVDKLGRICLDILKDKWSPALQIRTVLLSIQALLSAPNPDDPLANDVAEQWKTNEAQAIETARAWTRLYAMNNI
Starred values were filed as active, the others as inactive; . = not tested or not shown.

SMILES	APJ antagonist	EBI2 antag	Gli-Sufu antag	Jurkat NFkB inh	CXCR6 inh	697 NFkB inh	CCR6 antag	UBC13 polyUb
O=C(CSc1nc(=O)n2ccccc2n1)Nc1cccc2ccccc12	5	-6	-6	-6	6	-6	2	-15
Cc1ccc(Cl)c(OCC(=O)NCc2ccco2)c1	-7	2	-9	-12	-2	8	4	9
Cc1cnc(NC(=O)CSc2nnc(-c3ccccc3)n2Cc2ccccc2)s1	0	8	5	3	-1	0	11	2
CCN(CC)CCN1C(=O)C(=O)/C(=C(/O)c2ccc3c(c2)CC(C)O3)C1c1ccc(OC)cc1 (stereo unspecified)	24	6	5	18	4	13	9	4
O=C(O)COc1ccc2nsnc2c1Cl	-15	0	-16	-10	-11	-16	-9	26
COc1ccc(OC)c(-c2cc(C(=O)N/N=C(\C)c3cccnc3)c3ccccc3n2)c1	-67	-4	2	-4	-15	-15	2	-7
CCN(CC)S(=O)(=O)c1ccc(N2CC(C(=O)N3CCOCC3)CC2=O)cc1 (stereo unspecified)	15	0	0	-15	-3	14	-4	8
Cc1ccc(S(=O)(=O)N2CCN(C(=O)c3ccccc3-c3nc4ccccc4s3)CC2)c(C)c1	1	1	-5	11	6	1	17	4
CCCCC(=O)Nc1ccc(C(N)=O)cc1	1	-4	-5	-17	0	-31	-1	0
CCOc1ccc(NC(=O)c2sc(N3CCOCC3)nc2-c2ccccc2)cc1	-6	11	10	-5	8	7	12	14

Reprinted at random: three compounds from above.
SMILES	APJ antagonist	EBI2 antag	Gli-Sufu antag	Jurkat NFkB inh	CXCR6 inh	697 NFkB inh	CCR6 antag	UBC13 polyUb
O=C(O)COc1ccc2nsnc2c1Cl	-15	0	-16	-10	-11	-16	-9	26
CCOc1ccc(NC(=O)c2sc(N3CCOCC3)nc2-c2ccccc2)cc1	-6	11	10	-5	8	7	12	14
Cc1cnc(NC(=O)CSc2nnc(-c3ccccc3)n2Cc2ccccc2)s1	0	8	5	3	-1	0	11	2

As a working copy, part of the list above:
SMILES	APJ antagonist	EBI2 antag	Gli-Sufu antag	Jurkat NFkB inh	CXCR6 inh	697 NFkB inh	CCR6 antag	UBC13 polyUb
COc1ccc(OC)c(-c2cc(C(=O)N/N=C(\C)c3cccnc3)c3ccccc3n2)c1	-67	-4	2	-4	-15	-15	2	-7
CCN(CC)S(=O)(=O)c1ccc(N2CC(C(=O)N3CCOCC3)CC2=O)cc1 (stereo unspecified)	15	0	0	-15	-3	14	-4	8
Cc1ccc(S(=O)(=O)N2CCN(C(=O)c3ccccc3-c3nc4ccccc4s3)CC2)c(C)c1	1	1	-5	11	6	1	17	4
CCCCC(=O)Nc1ccc(C(N)=O)cc1	1	-4	-5	-17	0	-31	-1	0
CCOc1ccc(NC(=O)c2sc(N3CCOCC3)nc2-c2ccccc2)cc1	-6	11	10	-5	8	7	12	14

Remaining list, next part:
SMILES	APJ antagonist	EBI2 antag	Gli-Sufu antag	Jurkat NFkB inh	CXCR6 inh	697 NFkB inh	CCR6 antag	UBC13 polyUb
Cc1cc(Oc2ccc(Cl)cc2)nc(SCC(=O)c2ccccc2)n1	-27	6	-24	-2	-7	6	5	4
Cc1cc(/C=N\NC(=O)CC(=O)NC2CCCCC2)c(C)n1-c1ccc(Cl)cc1	7	-6	-7	18	-10	20	-2	5
Cc1ccc(S(=O)(=O)Nc2ccccc2C(=O)NCC2CCCO2)cc1 (stereo unspecified)	4	.	6	9	.	12	-7	7
CCOC(=O)C1CCN(S(=O)(=O)c2ccc(OC)c(Cl)c2)CC1	-8	3	-6	-9	-3	8	13	0
Cc1nc2c(c(C)c1C#N)C(=O)c1ccccc1-2	-3	0	3	-18	-14	7	9	-6
CCOC(=O)C1CCCN(S(=O)(=O)Cc2ccccc2)C1 (stereo unspecified)	7	6	1	-4	-9	-3	-8	-4
O=C(O)c1cccc(S(=O)(=O)NCc2cccs2)c1	8	-5	-1	16	-3	-1	1	8
O=C(NC1(C(F)(F)F)NC(=O)N(Cc2cccnc2)C1=O)c1ccc(F)cc1 (stereo unspecified)	-12	10	5	-9	4	-16	11	3
Cc1cccc(CNc2ncnc3ccc(-c4cccnc4)cc23)c1	-5	12	3	-75	-2	-13	2	3
COc1cc(OC)cc(C(=O)N2CCN(C(=O)c3ccc(OC)c(OC)c3)CC2)c1	0	-3	-5	-8	9	-21	-4	-4
CCOc1ccccc1C1CC(c2ccc(Br)cc2)Nc2nc(N)nn21 (stereo unspecified)	8	-2	-21	16	12	1	9	4
CCc1ccc(C(=O)OCC(=O)N(CCOC)c2c(N)n(Cc3ccccc3)c(=O)[nH]c2=O)cc1	1	-3	-5	17	-1	14	-2	0
COc1ccc(C(=O)NCC(=O)N2CC=C(c3ccccc3)CC2)cc1OC	-37	-5	9	24	-1	15	7	-4
Cc1ccccc1OC(C)C(=O)Nc1ccc(S(=O)(=O)Nc2nccs2)cc1 (stereo unspecified)	11	-6	-10	-6	-1	17	19	-1
COc1ccccc1OC(C)c1nnc(SCC(=O)Nc2c(C)n(C)n(-c3ccccc3)c2=O)n1-c1ccccc1 (stereo unspecified)	3	1	2	-13	-3	21	4	11
CN1C2=C(C#N)C(c3ccccc3)(C(F)(F)F)NC(=O)N2c2ccccc21 (stereo unspecified)	-12	16	4	2	0	-9	0	7
CC[C@@H]1CN(C)[C@H]2Cc3c([nH]c4ccccc34)C(=O)C[C@@H]1[C@@H]2C(=O)OC	-1	0	1	17	-1	-4	3	4
COc1c(C)cccc1C(=O)Nc1ccc(N2CCOCC2)c(Cl)c1	14	8	-14	-111	-4	-135	-3	-7
O=C1OC(c2ccccc2)(c2cc(Br)ccc2O)c2ccccc21 (stereo unspecified)	.	3	-3	.	2	.	-2	.
CC(=O)c1cccc(NS(=O)(=O)N(C)C)c1	7	0	0	6	6	0	13	5
O=C(NC1CCCC1)C(c1ccncc1)N(C(=O)c1ccco1)c1ccc(Cl)cc1 (stereo unspecified)	18	-3	17	-5	3	0	9	3
Cc1ccc(C)c(S(=O)(=O)NC2CCS(=O)(=O)C2)c1 (stereo unspecified)	3	-2	4	21	0	10	-1	-3
Cn1nccc1C(=O)Nc1ccc(Cl)cc1	13	0	-34	-20	4	-32	4	1
CCN(CC(=O)NCc1cccs1)C(=O)c1ccc(S(=O)(=O)Nc2cccc(C)c2C)cc1	-21	6	5	20	-2	4	4	2
Cc1ccc2nc(-c3cc(N)cc(N)c3)oc2c1	-11	-8	-25	-3	-2	27	9	-35
CCCOc1ccc(C2C(C(=O)c3ccco3)=C(O)C(=O)N2CCCn2ccnc2)cc1 (stereo unspecified)	-1	0	-17	-18	7	4	-2	-18
COc1ccccc1NC(=O)/C(C#N)=C/C=C/c1ccco1	-4	4	10	59*	8	0	-5	1
Cc1ccc(-c2nc3cc(Cl)ccc3o2)cc1	19	-6	-56	-135	-10	-198	-6	11
Cc1ccc(S(=O)(=O)NNC(=O)CC#N)cc1	5	1	6	3	-1	14	4	-9
COCCNC(=O)Cn1nc(-c2ccccc2F)ccc1=O	7	9	8	6	10	-2	11	-4
CC(=O)N1CCc2[nH]c3ccccc3c2C1	0	-2	-13	2	6	-1	1	-5
Cc1ccc(/C=C/C(=O)Nc2nn[nH]n2)o1	12	-3	-8	-3	6	5	1	-14
COc1cccc(CC(=O)OC(C)C(=O)Nc2ccc(Cl)cn2)c1 (stereo unspecified)	6	-5	-13	-7	-9	-13	11	-2
COc1ccc([C@@H]2C[C@@H](c3ccccc3)Oc3c(C)ccc(C(C)C)c32)cc1	21	.	.	1	.	10	.	-10
Cc1ccc(-c2ccc(/C=N/c3ncn[nH]3)o2)cc1Cl	17	-8	6	14	-13	5	-16	-11
Nc1nc(NC(=O)C(Cl)(Cl)Cl)nn1-c1ccccc1	7	-2	4	-1	1	12	5	-3
Cc1cnc(C(=O)OCC(=O)N(Cc2ccccc2)C(C)(C)C)cn1	-3	-5	1	0	-3	-11	4	1
O=C(c1ccccc1)N1CCN(C(=O)N2CCOCC2)CC1	2	-1	3	6	-6	1	-6	-5
O=C(C=Cc1cccc(O)c1)c1ccccc1O	.	6	-33	.	31	.	41	.
O=C(CC1Sc2ccccc2NC1=O)NNc1cc(Cl)ccc1Cl (stereo unspecified)	.	-47	0	.	-12	.	-6	.
O=[N+]([O-])C(=C1SCCS1)C(=C(Cl)Cl)N1CCCCC1	-3	12	3	-23	14	15	22	4
Cn1c(=O)c2c(-c3ccc(C(C)(C)C)cc3)n(N3CCOCC3)cc2n(C)c1=O	13	-8	-1	5	16	3	1	10
Cc1cc(C)c(Cn2ncn(-c3ccc(Br)cc3)c2=O)c(C)c1	-5	1	2	-3	2	-3	7	0
COC(=O)c1ccc2c(=O)n(CC3CCCO3)c(=S)[nH]c2c1 (stereo unspecified)	21	-5	5	19	4	4	13	-4
COc1cccc(NC(=O)CNC(C)CCC(C)C)c1 (stereo unspecified)	-1	5	0	-1	4	11	1	5
CCCCOP(=O)(c1ccc(N(C)C)cc1)C(O)c1ccncc1 (stereo unspecified)	-20	-7	3	-8	-3	-26	-7	-9
Cc1nn(CC(=O)N2CCOCC2)c(=O)c2nn(-c3ccccc3)c(C)c12	-4	-9	7	16	-1	-18	4	-6
Cc1cccc(OCC(=O)Nc2ccccc2C(=O)N2CCOCC2)c1	1	-3	-5	5	3	-7	-9	10
CC(CN1C(C)CCCC1C)OC(=O)c1ccccc1Cl (stereo unspecified)	9	4	48	6	0	-4	5	-9
O=C(COc1ccccc1[N+](=O)[O-])c1ccccc1	-3	-10	-8	16	-3	-1	-3	10

Other structures.
SMILES	APJ antagonist	EBI2 antag	Gli-Sufu antag	Jurkat NFkB inh	CXCR6 inh	697 NFkB inh	CCR6 antag	UBC13 polyUb
N#Cc1ccc(OCc2nnc(-c3ccc([N+](=O)[O-])cc3)o2)cc1	-41	-3	-6	11	-15	20	-12	-5
Cc1nnc(NC(=O)C(c2ccccc2)c2ccccc2)s1	0	3	3	3	7	-7	9	-7
COc1cc(NC(=O)CN2CCN(Cc3ccc4c(c3)OCO4)CC2)cc(OC)c1	14	-8	-17	14	-3	21	-7	12
COc1cccc(/C(O)=C2/C(=O)C(=O)N(Cc3cccnc3)C2c2ccco2)c1 (stereo unspecified)	8	-2	7	16	-1	-9	-1	2
NS(=O)(=O)c1ccc(CNC(=O)c2ccccc2SCC(=O)N2CCCC2)cc1	2	-1	-14	-9	-7	4	2	5
